CAL PDZ FP-1: inhibitors of human CAL PDZ peptide binding; 330,000 compounds, 0.02% hits; inhibition, % at 20 µM; Q9HD26; purified CAL PDZ, TMR-peptide fluorescence polarization, 1 h; AID 504414;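 active = highest replicate inhibition of at least 40%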;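 note: plate controls were DMSO neutral control wells for no effect and unlabeled competitor peptide control wells for full effect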
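Control set: unlabelled peptide and DMSO controls / Material: purified CerCALP PDZ construct / Timing: 1 h incubation at room temperature before polarization reading / Doses: 20 µM, one dose / Detection: fluorescence polarization (mP)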
RTF Ca sens inh: cardiac RTF calcium desensitization; 340,000 compounds, 0.12% hits; IANBD-labeled cardiac RTF, Ca2+ fluorescence; inhibition, % at 7.15 µM; P19429+P45379;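 active = inhibition above the mean inhibition of all tested compounds plus 3 SD, cut at about 17% in these data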;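 note: assay run at fixed EC70 calcium of 1.6 mM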
RTF Ca sens act: increases calcium sensitivity of human cardiac regulated thin filaments. P19429+P45379. IANBD-labeled TnC RTF fluorescence at EC20 calcium; 0% EC20 calcium, 100% full calcium. activation, % at 7.2 µM. 340,000 compounds, 0.24% hits. AID 493008;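 active = activation above the mean over all tested compounds plus 3 SD, cut at about 30% in these data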;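 note: rise in fluorescence read as greater calcium sensitivity of cardiac thin filaments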
C-LANA FP: KSHV C-LANA DNA binding inhibition | MBP-C-LANA/FAM-LBS DNA binding, fluorescence polarization | inhibition, % at 9 µM | 340,000 compounds, 0.078% hits | AID 504423;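 active = highest replicate inhibition at or above 60% at 9 µM, even if other replicates fall short; inactive = all replicates below 60% inhibition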;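 note: 0% = neutral control wells and 100% = 4 µM acridine orange control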
CAL PDZ FP-2: CAL PDZ (human) peptide binding inhibition; purified CAL PDZ, TMR-peptide fluorescence polarization, 1 h; inhibition, % at 24.9 µM; 300,000 compounds, 0.92% hits; AID 602252;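 active = mean inhibition of at least 30% with at least half of replicates also reaching 30%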;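 note: 0% = DMSO neutral control and 100% = excess unlabeled competitor peptide PRC23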
DAGLB inh: blocks human DAGLB lipase activity; Q8NCG7; HEK293T DAGLB membrane lysate, EnzChek fluorogenic substrate; inhibition, % at 5.17 µM; 340,000 compounds, 0.059% hits; in the data active = inhibition above about 34%;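 note: 0% = enzyme with vehicle and 100% = wells lacking enzyme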
Keap1-Nrf2 PPI: inhibitors of human Keap1-Nrf2 protein-protein interaction. Keap1 Kelch-Nrf2 peptide fluorescence polarization, 1536-well. AID 504523. inhibition, % at 9.4 µM. Q14145. 340,000 compounds, 0.15% hits; in the data active = inhibition above about 12%;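 note: human Keap1 Kelch domain with fluorescein labeled Nrf2 9mer peptide probe; 0% = neutral control wells and 100% = peptide positive control; higher means more block of Keap1 binding to Nrf2 peptide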
Rtt109 HAT inh: inhibitors of Candida albicans Rtt109/Vps75 histone acetyltransferase; purified Rtt109/Vps75, ThioGlo CoA-SH fluorescence, 4 h; inhibition, % at 34.9 µM; 330,000 compounds, 0.16% hits;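 active = inhibition of at least 50% in every replicate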
Target sequence (Q5AAJ8 whole entry, looked up): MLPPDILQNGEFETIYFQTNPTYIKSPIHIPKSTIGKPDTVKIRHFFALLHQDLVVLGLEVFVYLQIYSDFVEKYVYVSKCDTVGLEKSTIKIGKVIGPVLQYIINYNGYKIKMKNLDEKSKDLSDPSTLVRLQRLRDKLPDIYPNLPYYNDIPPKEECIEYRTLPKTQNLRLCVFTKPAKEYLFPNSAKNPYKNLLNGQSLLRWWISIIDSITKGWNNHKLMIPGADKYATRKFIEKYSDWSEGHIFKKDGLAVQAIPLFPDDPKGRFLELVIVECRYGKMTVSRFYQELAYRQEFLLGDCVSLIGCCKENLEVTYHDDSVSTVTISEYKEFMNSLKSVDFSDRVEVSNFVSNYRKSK
SR-BI DiI-HDL act: SR-BI HDL lipid transfer activation | CHO ldlA[mSR-BI] cells, DiI-HDL uptake fluorescence, 3 h; 100 = double the neutral-control signal | activation, % at 12.5 µM | 320,000 compounds, 0.096% hits | AID 504775;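 active = mean replicate activation of at least 60% and every replicate at or above 60%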;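 note: 0% = median plate neutral-control signal and 100% = twice that signal; values of inactives mirror those of a sister screen read the other way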
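Assay system: LDL receptor-deficient CHO ldlA cells overexpressing murine SR-BI / Medium: BSA-supplemented, HEPES-buffered Ham's F12, pH 7.4 / Probe or stimulus: DiI-labelled HDL at 10 µg/mL final / Timing: compound with DiI-HDL co-incubation, 3 h at 37 °C / Technique: bottom-read cell fluorescence after medium removal, ex 550/em 595 nm / Measure: HDL uptake via cellular fluorescence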
PKA-R2B act: activators of human PKA-R2B complex; activation, % at 11.4 µM; P22694+P31323; PKA-R2B holoenzyme dissociation, Cy5-IP20 fluorescence polarization; R2B truncated from residue 108, S112A mutant; 0% DMSO only, 100% 113 µM cGMP; 340,000 compounds, 0.079% hits;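 active = activation above a cutoff set at the mean over all compounds plus 3 SD, cut at about 18% in these data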;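 note: higher means more holoenzyme dissociation and a rise in polarization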
Target sequence (P31323 whole entry, looked up, other chains not shown, the tested form may be a part): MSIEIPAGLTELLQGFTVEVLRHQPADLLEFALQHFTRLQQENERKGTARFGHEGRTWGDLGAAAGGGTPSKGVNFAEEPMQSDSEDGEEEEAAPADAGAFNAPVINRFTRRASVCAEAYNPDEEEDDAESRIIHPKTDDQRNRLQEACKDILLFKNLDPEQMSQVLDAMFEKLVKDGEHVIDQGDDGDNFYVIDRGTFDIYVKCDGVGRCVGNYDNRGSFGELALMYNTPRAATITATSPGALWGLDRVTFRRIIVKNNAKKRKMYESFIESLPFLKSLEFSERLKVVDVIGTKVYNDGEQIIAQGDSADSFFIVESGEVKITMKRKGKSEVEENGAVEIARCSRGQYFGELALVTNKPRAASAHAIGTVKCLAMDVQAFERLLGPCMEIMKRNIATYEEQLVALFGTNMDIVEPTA
* hit, by the source's call; / = no result given.

SMILES	CAL PDZ FP-1	RTF Ca sens inh	RTF Ca sens act	C-LANA FP	CAL PDZ FP-2	DAGLB inh	Keap1-Nrf2 PPI	Rtt109 HAT inh	SR-BI DiI-HDL act	PKA-R2B act
CCOC(=O)Cc1csc(NC(=O)c2c(-c3ccccc3)noc2C)n1	-2.0	1.5	-1.3	0.2	-1.4	-1.2	-4.6	-7.0	-31.5	-1.5
Cc1cn([C@H]2C[C@H](O)[C@@H](CCC(=O)NC(c3ccccc3)c3ccccc3)O2)c(=O)[nH]c1=O	0.8	1.9	-2.8	1.9	-2.4	2.9	-1.0	-2.3	2.4	0.2
Cc1ccc(N2CCN(c3ccc(C)cc3)C2c2cccnc2)cc1	-1.6	-12.9	-1.0	-0.5	-2.4	-9.2	-0.8	2.0	-17.0	-5.6
Cc1nn(-c2nccs2)c2c1C(=O)CC(C)(C)C2Br (stereo not drawn)	-1.3	-8.4	-1.7	-0.1	-7.4	-5.0	0.1	2.0	-3.7	1.1
O=C(NC1CCN(Cc2ccccc2)CC1)c1cc(S(=O)(=O)Nc2ccc(F)cc2)ccc1Cl	-2.2	-5.0	-7.2	-0.8	-1.7	3.6	-2.8	-7.7	-12.2	-3.2
CCO[C@@H]1OC(C(=O)NCc2nc3ccccc3[nH]2)=C[C@H](C(C)(C)C)[C@H]1CCCO	-6.9	-21.5	-2.2	0.7	2.7	2.8	-5.0	-5.3	-9.4	0.2
COC(=O)N1CCc2c(sc(NC(=O)C3=COCCO3)c2C#N)C1	-1.6	2.6	5.1	0.8	1.7	-2.0	-1.3	1.3	-25.5	-1.2
COc1cccc(CN(C)CC(=O)Nc2ccccc2C(=O)Nc2ccccc2)c1OC	8.1	-10.7	0.0	1.1	-2.0	-9.9	0.1	10.4	2.2	-6.9
CC(C)C(NC(=O)c1c(F)cccc1F)C(=O)NC1CC(C)(C)NC(C)(C)C1 (stereo not drawn)	-0.2	-2.4	-2.9	0.4	-5.3	4.5	-5.9	-2.1	17.3	4.5
COc1ccc(Cn2c(=O)[nH]c3cc(C(=O)NCCCN4CCCCCC4)ccc3c2=O)cc1	-0.8	-5.2	0.6	-0.7	-4.6	3.0	-2.1	12.8	/	7.6
COc1ccccc1C(=O)NNC(=S)NC(=O)c1sc2ccccc2c1Cl	-0.6	-5.4	3.1	3.0	0.1	3.3	-3.0	3.7	58.3	-2.9
Cc1ccc[n+](/C(=C\C(=C=[N-])C#N)C(=O)c2ccc(Cl)cc2)c1	-1.7	-15.5	1.8	-2.2	-4.9	-1.1	-0.3	9.4	35.7	11.4
Cc1cc2cc(CNC(=O)c3ccc(S(=O)(=O)N4CCOCC4)cc3)ccc2[nH]1	-0.6	-5.7	8.2	2.2	/	3.0	-2.3	-8.0	-6.2	2.2
COc1cc(/C=C/C(=O)N2CCN(C)CC2)cc(S(=O)(=O)N2CCc3ccccc32)c1OC	-1.4	-3.0	-1.8	-9.3	2.5	1.5	1.3	-3.6	21.6	-0.2
COc1cc(OC)c(C(=O)Nc2ccc(C(=O)c3ccccc3)cc2)cc1OC	-11.6	-0.8	0.7	-2.4	5.9	-4.2	-0.8	-7.2	-36.4	-3.7
O=C(CCNc1ccc(Cc2ccncc2)cc1)c1ccc([N+](=O)[O-])cc1	-2.3	-7.0	-1.0	-0.6	-1.2	6.6	-5.0	1.8	2.0	1.7
O=C(O)CN1CCCC1=Nc1ccccc1	-0.6	-7.5	-0.6	0.7	/	-1.6	3.6	2.1	-8.8	-0.2
Cc1ccc(NC2=Nc3ccccc3CS2)cc1	-0.7	-4.2	-4.9	0.5	1.8	-2.9	0.8	10.6	-12.5	-7.7
O=C(N/N=C\c1cn[nH]c1-c1ccccc1)c1cccs1	-3.8	4.6	-5.6	2.4	-4.3	1.1	-0.7	-4.6	-10.7	3.4
CCC(=O)Nc1ccc(Br)cn1	0.1	-6.2	1.2	0.4	5.5	2.2	-5.2	-7.0	6.4	5.3
O=C(Nc1ccc(S(=O)(=O)Nc2nccs2)cc1)c1nn(-c2ccccc2)ccc1=O	-3.7	1.2	-7.8	-0.2	-2.1	1.9	-6.8	-2.5	4.9	-9.7
CCCNCc1cc(OCC)c(OCC(=O)Nc2ccccc2)cc1Br	-1.1	-8.8	4.5	-1.8	-3.9	-1.8	1.3	5.1	-24.3	-9.2

Arranged by SMILES length (lowest first): some entries from above
SMILES	CAL PDZ FP-1	RTF Ca sens inh	RTF Ca sens act	C-LANA FP	CAL PDZ FP-2	DAGLB inh	Keap1-Nrf2 PPI	Rtt109 HAT inh	SR-BI DiI-HDL act	PKA-R2B act
Cc1ccc(NC2=Nc3ccccc3CS2)cc1	-0.7	-4.2	-4.9	0.5	1.8	-2.9	0.8	10.6	-12.5	-7.7
CCCNCc1cc(OCC)c(OCC(=O)Nc2ccccc2)cc1Br	-1.1	-8.8	4.5	-1.8	-3.9	-1.8	1.3	5.1	-24.3	-9.2
CCOC(=O)Cc1csc(NC(=O)c2c(-c3ccccc3)noc2C)n1	-2.0	1.5	-1.3	0.2	-1.4	-1.2	-4.6	-7.0	-31.5	-1.5
COc1cccc(CN(C)CC(=O)Nc2ccccc2C(=O)Nc2ccccc2)c1OC	8.1	-10.7	0.0	1.1	-2.0	-9.9	0.1	10.4	2.2	-6.9
CC(C)C(NC(=O)c1c(F)cccc1F)C(=O)NC1CC(C)(C)NC(C)(C)C1 (stereo not drawn)	-0.2	-2.4	-2.9	0.4	-5.3	4.5	-5.9	-2.1	17.3	4.5
Cc1cc2cc(CNC(=O)c3ccc(S(=O)(=O)N4CCOCC4)cc3)ccc2[nH]1	-0.6	-5.7	8.2	2.2	/	3.0	-2.3	-8.0	-6.2	2.2
COc1ccc(Cn2c(=O)[nH]c3cc(C(=O)NCCCN4CCCCCC4)ccc3c2=O)cc1	-0.8	-5.2	0.6	-0.7	-4.6	3.0	-2.1	12.8	/	7.6
O=C(NC1CCN(Cc2ccccc2)CC1)c1cc(S(=O)(=O)Nc2ccc(F)cc2)ccc1Cl	-2.2	-5.0	-7.2	-0.8	-1.7	3.6	-2.8	-7.7	-12.2	-3.2
COc1cc(/C=C/C(=O)N2CCN(C)CC2)cc(S(=O)(=O)N2CCc3ccccc32)c1OC	-1.4	-3.0	-1.8	-9.3	2.5	1.5	1.3	-3.6	21.6	-0.2
CCO[C@@H]1OC(C(=O)NCc2nc3ccccc3[nH]2)=C[C@H](C(C)(C)C)[C@H]1CCCO	-6.9	-21.5	-2.2	0.7	2.7	2.8	-5.0	-5.3	-9.4	0.2

Source: PubChem BioAssay (several laboratories)
